Source: PubChem BioAssay
D2 PAM: positively modulates the human D2 dopamine receptor allosterically; P14416; HEK293 T-REx D2, calcium flux, EC20 dopamine potentiation; potentiation, % at 10 µM; 340,000 compounds, 0.34% hits; AID 485347;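 active = potentiation over 3 SD above the plate norm, cut at about 30% in these data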; also: 0% is about no effect
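Potentiation of an EC20 dopamine calcium response is measured in a force-coupled, tetracycline-inducible Hek293 Trex D2 line. Compound-only kinetic reads over 180 s flag agonists before dopamine addition.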
D2 agonist: agonists of human D2 dopamine receptor | P14416 | HEK293 T-REx D2 cells, calcium flux agonist mode | activation, % at 2 µM | 340,000 compounds, 0.53% hits | AID 485358;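 active = activation over 3 SD above normal in the single-dose calcium agonist read, cut at about 30% in these data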; also: 0% is about no effect
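Tetracycline-induced HEK293 T-REx cells with force-coupled D2 receptor, plated overnight at 30 C, loaded with no-wash calcium dye. After a 10 s baseline, compound was pin-added and calcium flux read kinetically for 180 s; calcium rises flagged agonists.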
RXFP1 antagonist: antagonists of human relaxin receptor RXFP1 | activity change, negative = inhibition, % at 57.5 µM | AID 1259400 | 350,000 compounds, 0.59% hits | HEK293-RXFP1, relaxin-stimulated cAMP HTRF, 30 min; stronger effect = lower value | Q9HBX9;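 active = activity change of -60% or lower, but not beyond a set lower limit; inconclusive = change between -60% and -40%, or beyond the set limit; inactive = change above -40%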; also: % is scaled to controls: 0 for no effect and ±100 for the full control effect
Target sequence (Q9HBX9 whole entry, looked up): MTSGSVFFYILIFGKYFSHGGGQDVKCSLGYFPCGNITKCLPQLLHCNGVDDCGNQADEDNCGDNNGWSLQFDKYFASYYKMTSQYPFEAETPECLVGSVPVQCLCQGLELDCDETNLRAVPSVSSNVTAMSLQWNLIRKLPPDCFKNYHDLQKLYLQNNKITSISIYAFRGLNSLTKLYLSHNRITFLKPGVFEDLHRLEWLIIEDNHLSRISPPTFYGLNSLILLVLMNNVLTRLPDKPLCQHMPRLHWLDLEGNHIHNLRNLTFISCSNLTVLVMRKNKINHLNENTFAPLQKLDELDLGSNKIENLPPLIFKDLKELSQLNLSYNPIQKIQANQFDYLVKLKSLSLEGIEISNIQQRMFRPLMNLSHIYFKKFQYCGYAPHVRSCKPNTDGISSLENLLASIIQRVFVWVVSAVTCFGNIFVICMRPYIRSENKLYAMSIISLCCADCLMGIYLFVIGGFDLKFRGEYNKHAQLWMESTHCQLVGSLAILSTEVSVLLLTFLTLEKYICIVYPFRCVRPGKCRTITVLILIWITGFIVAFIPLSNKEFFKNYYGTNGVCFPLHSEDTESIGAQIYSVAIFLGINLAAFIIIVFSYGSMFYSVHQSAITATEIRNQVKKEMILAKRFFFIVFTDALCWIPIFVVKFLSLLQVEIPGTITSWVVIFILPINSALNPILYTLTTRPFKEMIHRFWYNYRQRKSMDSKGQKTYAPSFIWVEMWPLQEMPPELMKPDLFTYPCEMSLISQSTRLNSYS
D2 antagonist: D2 dopamine receptor (human) antagonism; P14416; HEK293 TREx D2 cells, calcium flux, dopamine EC80; inhibition, % at 10 µM; 340,000 compounds, 2% hits; AID 485344; in the data active = inhibition above about 30%; also: 0% is about no effect
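Tetracycline-induced HEK293 T-REx cells expressing D2 force-coupled to calcium signalling were dye-loaded, exposed to compound for 180 s, then challenged with an EC80 of dopamine; calcium flux was followed kinetically for a further 180 s.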
D1 antag: blocks dopamine activation of the human D1 receptor; activity change, negative = inhibition, % at 10 µM; HEK293 TREx D1 cells, calcium flux, dopamine EC80; stronger effect = lower value; 360,000 compounds, 3.2% hits; in the data active = activity change below about -30%; also: % is scaled to controls: 0 for no effect and ±100 for the full control effect
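Inducible Hek293 Trex D1 cells (tetracycline, overnight, 30 C). Calcium dye 30–90 min RT. Antagonist mode: EC80 dopamine added after 180 s compound read.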
D1 agonist: human D1 receptor agonism. P21728. HEK293 T-REx D1 cells, calcium flux, agonist mode. activation, % at 2 µM. 360,000 compounds, 1% hits. AID 504660; also: 0% is about no effect
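Inducible HEK293 T-REx D1 cells, force-coupled to calcium signalling, were plated at 4000 cells/well with tetracycline and held overnight at 30 C. After no-wash calcium dye loading, compound-evoked calcium rise over 180 s flagged agonists.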
TRHR agonist: TRH receptor (human) agonism | P34981 | TRHR cells, calcium flux fluo-8, FDSS agonist mode | activation, % at 2 µM | 360,000 compounds, 0.18% hits; also: 0% is about no effect
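TRHR-expressing cells, plated overnight in medium with 10% serum, were loaded with fluo-8 calcium dye at room temperature. After a 10 s baseline, library compound was pin-added and calcium release was recorded kinetically (ex 480/em 530) as agonist response.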
TRHR enhancer: allosteric enhancers of human TRH receptor; P34981; TRHR cells, fluo-8 calcium fluorescence, EC20 TRH enhancement; enhancement, % at 2 µM; 360,000 compounds, 0.66% hits; AID 493056; in the data active = enhancement above about 30%; also: 0% is about no effect
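Enhancer read-out: after compound pinning and an initial kinetic agonist-mode read, an EC20 of TRH (10 nM final) was injected and fluo-8 calcium signal (Ex 480/Em 530) followed at 1 s/cycle for 100 cycles in TRHR-expressing cells.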
D1 PAM: potentiators of human D1 dopamine receptor | P21728 | HEK293 TREx D1 cells, calcium flux, dopamine EC20 potentiation | potentiation, % at 10 µM | 360,000 compounds, 0.036% hits; in the data active = potentiation above about 30%; also: 0% is about no effect
Numbers without * were called inactive; & = joins results of further samples. Rule as the data show it, unless noted: active = activation above about 30%; inactive = the rest.

How did NCCc1nnc(SCC(=O)c2ccc(Cl)cc2)o1 do in these assays?
D2 PAM: -5; D2 agonist: -0.6; RXFP1 antagonist: -4; D2 antagonist: 8; D1 antag: 0; D1 agonist: 4; TRHR agonist: 0.8; TRHR enhancer: -3; D1 PAM: -3

Results for CCOc1ccccc1NC(=O)CCCc1nc(-c2ccccc2Cl)no1 ?
D2 PAM: -3; D2 agonist: -0.3; RXFP1 antagonist: -4; D1 antag: -25; D1 agonist: 5; TRHR agonist: -0.8; TRHR enhancer: -8; D1 PAM: -1

How did CC(=O)c1ccc(OCCNS(=O)(=O)c2ccc(-n3cnnn3)c(C)c2)cc1 do in these assays?
D2 PAM: -2; D2 agonist: 0.2; RXFP1 antagonist: -6; D2 antagonist: 2; D1 antag: -18; D1 agonist: 6; TRHR agonist: -0.3; TRHR enhancer: -1; D1 PAM: -6

How did Cc1cc(Cl)ccc1NC(=O)CN1C(=O)NC2(CCCc3ccccc32)C1=O (stereo not drawn) do in these assays?
D2 PAM: -3; D2 agonist: 0.1; RXFP1 antagonist: -2; D2 antagonist: -1; D1 antag: -1; D1 agonist: 3; TRHR agonist: -0.2; TRHR enhancer: 1; D1 PAM: -3

What do the screens show for `CCc1nnc(NC(=O)C2CCCN2C(=O)Nc2ccccc2OC)s1` (stereo not drawn)?
D2 PAM: 0; D2 agonist: 0.3; RXFP1 antagonist: -16; D2 antagonist: -1; D1 agonist: -1; TRHR agonist: -0.6; TRHR enhancer: 4; D1 PAM: 7

How did CC1=CC2=NC(=O)/C(=C\c3cc(C)n(-c4cccc(Cl)c4)c3C)C(=N)N2O1 do in these assays?
D2 PAM: -29; D2 agonist: -0.6; RXFP1 antagonist: 1; D2 antagonist: 6; D1 antag: 5; D1 agonist: 1; TRHR agonist: 0.4; TRHR enhancer: -2; D1 PAM: 3

What do the screens show for `COc1ccc(CNC(=O)Cn2c(=O)oc3cc(S(=O)(=O)N4CCCCCC4)ccc32)cc1`?
D2 PAM: -5; RXFP1 antagonist: inconclusive; D1 antag: -16; D1 agonist: 10; TRHR agonist: -0.2; TRHR enhancer: -2; D1 PAM: -5

What do the screens show for `COc1cc(/C=C2/C(=N)N3C=CSC3=NC2=O)ccc1OCCCOc1c(C)cccc1C`?
D2 PAM: -1; D2 agonist: 0.5; RXFP1 antagonist: -6; D2 antagonist: -1; D1 antag: 0; D1 agonist: 6; TRHR agonist: -0.6; TRHR enhancer: -21; D1 PAM: 9

How did O=C(NCCN1CCNCC1)c1ccccn1 do in these assays?
D2 PAM: -12; D2 agonist: -0.1; RXFP1 antagonist: -7; D2 antagonist: 22; D1 antag: 0; D1 agonist: 4; TRHR agonist: -2.0; TRHR enhancer: 0; D1 PAM: -4

Results for Cc1cccc(NS(=O)(=O)c2cccc(C(=O)NCC(c3ccco3)N(C)C)c2)c1 (stereo not drawn) ?
D2 PAM: -20; D2 agonist: 1.3; RXFP1 antagonist: -6; D2 antagonist: -2; D1 antag: -3; D1 agonist: 6; TRHR agonist: -0.1; TRHR enhancer: 10; D1 PAM: 1

What do the screens show for `O=C(C1CCN(S(=O)(=O)c2ccc(Br)s2)CC1)N1CCN(c2ccccc2)CC1`?
D2 PAM: 4&14; D2 agonist: 0.2&1.5; RXFP1 antagonist: -11&6; D2 antagonist: 3; D1 antag: -14&-3; D1 agonist: 2&1; TRHR agonist: 0.6&0.3; TRHR enhancer: -8&1; D1 PAM: -3&-1

How did CN(C)c1c([N+](=O)[O-])ncn1C do in these assays?
D2 PAM: 4; D2 agonist: 1.0; RXFP1 antagonist: -6; D2 antagonist: -2; D1 antag: -26; D1 agonist: 3; TRHR agonist: -0.4; TRHR enhancer: -2; D1 PAM: -8

What do the screens show for `O=C(Nc1ccccc1C(=O)N/N=C/c1ccc(O)cc1)c1ccccc1`?
D2 PAM: 2; D2 agonist: 2.1; RXFP1 antagonist: -4; D2 antagonist: -3; D1 antag: 3; D1 agonist: 3; TRHR agonist: -0.1; TRHR enhancer: 7; D1 PAM: 2

Results for CSCCC(NC(=O)COc1ccccc1)C(=O)O (stereo not drawn) ?
D2 PAM: -2; D2 agonist: 11; RXFP1 antagonist: -3; D2 antagonist: 20; D1 antag: 2; D1 agonist: 10; TRHR agonist: 0.6; TRHR enhancer: -5; D1 PAM: -2

Results for O=[S+]([O-])(c1ccc2c(c1)OCCO2)N1CCN([S+](=O)([O-])c2c(O)cc(F)cc2F)CC1 ?
D1 antag: -48*; D1 agonist: -1; TRHR agonist: 1.8; TRHR enhancer: -6; D1 PAM: -10

Results for O=C(NC1CCCC1)c1ccc(Cl)s1 ?
D2 PAM: -1; D2 agonist: -0.1; RXFP1 antagonist: 8; D2 antagonist: -4; D1 antag: 1; D1 agonist: 1; TRHR agonist: -0.3; TRHR enhancer: -4; D1 PAM: -2

What do the screens show for `CN(C)c1ccc(CN(CC2CCCO2)C(=O)c2cccs2)cc1` (stereo not drawn)?
D2 PAM: 0; D2 agonist: -0.5; RXFP1 antagonist: 19; D2 antagonist: -14; D1 antag: -3; D1 agonist: 9; TRHR agonist: -0.7; TRHR enhancer: 8; D1 PAM: -3

How did COc1ccc(-n2cc(-c3ccc4c(c3)OCO4)n(CC(=O)Nc3cc(Cl)ccc3C)c2=O)cc1 do in these assays?
D2 PAM: 10; D2 agonist: 0.4; RXFP1 antagonist: -22; D1 antag: 1; D1 agonist: 2; TRHR agonist: 0.0; TRHR enhancer: 5; D1 PAM: -2

Results for Cc1n[nH]c(C)c1S(=O)(=O)N1CCN(c2ccccn2)CC1 ?
D2 PAM: -10; D2 agonist: 4.6; RXFP1 antagonist: -6; D2 antagonist: -13; D1 antag: 9; D1 agonist: 0; TRHR agonist: 0.0; TRHR enhancer: -6; D1 PAM: -4

What do the screens show for `CC1(C)C(=O)OC(c2ccccc2)C(C)(C)C1=O` (stereo not drawn)?
D2 PAM: 5; D2 agonist: 0.4; RXFP1 antagonist: 11; D2 antagonist: -5; D1 antag: -3; D1 agonist: 2; TRHR agonist: 0.7; TRHR enhancer: -6; D1 PAM: -8

Gathered by group: those above containing two or more sulfur atoms
What do the screens show for `O=C(C1CCN(S(=O)(=O)c2ccc(Br)s2)CC1)N1CCN(c2ccccc2)CC1`?
D2 PAM: 4&14; D2 agonist: 0.2&1.5; RXFP1 antagonist: -11&6; D2 antagonist: 3; D1 antag: -14&-3; D1 agonist: 2&1; TRHR agonist: 0.6&0.3; TRHR enhancer: -8&1; D1 PAM: -3&-1

Results for O=[S+]([O-])(c1ccc2c(c1)OCCO2)N1CCN([S+](=O)([O-])c2c(O)cc(F)cc2F)CC1 ?
D1 antag: -48*; D1 agonist: -1; TRHR agonist: 1.8; TRHR enhancer: -6; D1 PAM: -10

(cont.)
What do the screens show for `COc1nc(N)c(C#N)c(-c2ccc(N(C)CCC#N)cc2)c1C#N`?
D2 PAM: 6; D2 agonist: 9.7; RXFP1 antagonist: 17; D2 antagonist: -9; D1 antag: -1; D1 agonist: 9; TRHR agonist: 2.9; TRHR enhancer: 1; D1 PAM: 1

How did O=C(Nc1nc2ccc(S(=O)(=O)N3CCCC3)cc2s1)c1cccs1 do in these assays?
D2 PAM: 6; D2 agonist: 0.3; RXFP1 antagonist: -7; D2 antagonist: -21; D1 antag: -3; D1 agonist: 2; TRHR agonist: 0.0; TRHR enhancer: 2; D1 PAM: -10

Results for Cc1cccc(-c2noc(CCC(=O)Nc3ccc(C(N)=O)cc3)n2)c1 ?
RXFP1 antagonist: 2; D1 antag: -5; D1 agonist: 8; TRHR agonist: -0.4; TRHR enhancer: -6; D1 PAM: 1

How did Cc1c(C(=O)Nc2ccc(-c3nnc4n3CCCCC4)cc2)oc2c1ccc1ccccc12 do in these assays?
D2 PAM: 11; D2 agonist: -1.3; RXFP1 antagonist: 2; D2 antagonist: -14; D1 antag: 4; D1 agonist: 0; TRHR agonist: -0.6; TRHR enhancer: -3; D1 PAM: -4

Results for COc1ccc(-n2c(N)c(-c3nc4ccccc4n3C)sc2=S)cc1 ?
D2 PAM: -5; D2 agonist: 0.1; RXFP1 antagonist: -7; D2 antagonist: 34*; D1 antag: 14; D1 agonist: 3; TRHR agonist: 0.6; TRHR enhancer: 2; D1 PAM: -2

How did O=C1CC(c2ccco2)=Nc2ccccc2N1 do in these assays?
D2 PAM: 7; D2 agonist: 0.0; RXFP1 antagonist: 6; D2 antagonist: 1; D1 antag: 10; D1 agonist: 2; TRHR agonist: -0.5; TRHR enhancer: 4; D1 PAM: 3

Results for CCC(C(=O)NC1CCCC1)N(C(=O)Cn1nnc(-c2ccc(C)o2)n1)c1cccc(OC)c1 (stereo not drawn) ?
D2 PAM: -1; D2 agonist: -3.0; RXFP1 antagonist: 4; D2 antagonist: 14; D1 antag: 2; D1 agonist: 4; TRHR agonist: 0.1; TRHR enhancer: -5; D1 PAM: -7

How did COC(=O)c1ccc(/C=N/Nc2nc3ccccc3[nH]2)cc1 do in these assays?
D2 PAM: 4; D2 agonist: -0.1; RXFP1 antagonist: -13; D2 antagonist: -7; D1 antag: -2; D1 agonist: 1; TRHR agonist: -0.2; TRHR enhancer: -1; D1 PAM: 4

What do the screens show for `Cn1ccc(C(=O)Nc2sc3c(c2C(N)=O)CCCCC3)n1`?
D2 PAM: 5; D2 agonist: -0.1; RXFP1 antagonist: -14; D2 antagonist: -5; D1 antag: 7; D1 agonist: 1; TRHR agonist: -0.3; TRHR enhancer: -3; D1 PAM: 4

What do the screens show for `COc1ccccc1Nc1cc(C(=O)N2CCc3ccccc3C2)c2ccccc2n1`?
D2 PAM: -8; D2 agonist: 1.0; D2 antagonist: -32; D1 antag: 5; D1 agonist: 1; TRHR agonist: 0.5; TRHR enhancer: -1; D1 PAM: -4

Results for c1ccc2c(N3CCOCC3)nc(N3CCOCC3)nc2c1 ?
D2 PAM: 16; D2 agonist: -0.3; RXFP1 antagonist: 1; D2 antagonist: -6; D1 antag: -17; D1 agonist: 0; TRHR agonist: -0.2; TRHR enhancer: 5; D1 PAM: 2

What do the screens show for `CCOC(=O)c1sc(NC(=O)CNCc2ccccn2)c(C(=O)OCC)c1C`?
D2 PAM: 18; D2 agonist: 0.2; RXFP1 antagonist: -31; D2 antagonist: 13; D1 antag: 6; D1 agonist: 0; TRHR agonist: 0.4; TRHR enhancer: 6; D1 PAM: -1

Random excerpt: 2 entries already listed.
What do the screens show for `COc1nc(N)c(C#N)c(-c2ccc(N(C)CCC#N)cc2)c1C#N`?
D2 PAM: 6; D2 agonist: 9.7; RXFP1 antagonist: 17; D2 antagonist: -9; D1 antag: -1; D1 agonist: 9; TRHR agonist: 2.9; TRHR enhancer: 1; D1 PAM: 1

Results for COc1ccc(-n2c(N)c(-c3nc4ccccc4n3C)sc2=S)cc1 ?
D2 PAM: -5; D2 agonist: 0.1; RXFP1 antagonist: -7; D2 antagonist: 34*; D1 antag: 14; D1 agonist: 3; TRHR agonist: 0.6; TRHR enhancer: 2; D1 PAM: -2
